From PubChem
Furin inh: blocks human furin protease activity. P09958. purified furin, fluorogenic substrate cleavage. inhibition, % at 30 µM. hit rate 0.061% among 220,000; in the data active = inhibition above about 25%; also: inactives centre near -15
zfTRPN1 agonist: agonists of zebrafish TRPN1 channel | HEK293 zebrafish TRPN1-YFP, Fluo-8 calcium fluorescence; 100% = response to 87 µM carbachol | AID 1424 | hit rate 0.18% among 220,000 | activation, % at 3 µM;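 active = activation above its plate's cutoff, the mean activation of test wells on that plate plus 3 SD, cut at about 19% in these data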;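 also: 0% = DMSO alone and 100% = 87 µM carbachol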
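Control set: carbachol 87 µM as high control, DMSO as low control; system: HEK293 stable line with zebrafish TRPN1-YFP; read-out: % activation versus carbachol response; detection: intracellular calcium fluorescence with Fluo-8; doses: single test compound dose, 3 µM nominal, 0.3% DMSO; schedule: dye 1 h 37 °C plus 30 min RT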
TbHK1 inh: T. brucei hexokinase 1 inhibition | recombinant TbHK1, G6PDH-coupled NADH A340 | inhibition, % at 10 µM | hit rate 0.11% among 220,000;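 active = inhibition of 50% or more in the single-dose primary screen; inactive = inhibition below 50%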
TRPML3 agonist: agonists of human TRPML3 channel. AID 1448. activation, % at 3 µM. hit rate 0.29% among 220,000. HEK293 TRPML3-YFP, Fluo-8 calcium fluorescence; 100% = the carbachol control signal;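 active = activation above its plate's cutoff, the mean activation of the plate's test wells plus 3 SD, cut at about 12% in these data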;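 also: 0% = DMSO only wells and 100% = carbachol wells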
Target sequence (Q8TDD5 whole entry, looked up): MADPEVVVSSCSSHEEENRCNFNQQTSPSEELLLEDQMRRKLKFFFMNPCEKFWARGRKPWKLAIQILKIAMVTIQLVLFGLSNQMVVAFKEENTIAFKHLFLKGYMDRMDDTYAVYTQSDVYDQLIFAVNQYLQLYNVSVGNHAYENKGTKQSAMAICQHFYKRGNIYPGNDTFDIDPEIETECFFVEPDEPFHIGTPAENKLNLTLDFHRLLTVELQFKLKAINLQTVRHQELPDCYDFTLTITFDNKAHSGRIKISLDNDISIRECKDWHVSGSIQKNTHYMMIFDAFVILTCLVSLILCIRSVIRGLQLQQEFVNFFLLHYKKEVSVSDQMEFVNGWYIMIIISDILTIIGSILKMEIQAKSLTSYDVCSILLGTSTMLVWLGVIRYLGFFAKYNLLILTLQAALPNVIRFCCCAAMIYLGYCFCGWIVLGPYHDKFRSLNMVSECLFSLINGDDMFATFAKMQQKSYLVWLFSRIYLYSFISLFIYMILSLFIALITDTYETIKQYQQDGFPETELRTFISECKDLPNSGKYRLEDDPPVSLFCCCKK
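Test system: TRPML3-YFP stable HEK293 cells. Doses: single point at 3 µM. Incubation: dye loading 1 h 37 °C then 30 min ambient, 125 s read. Signal: Fluo-8 calcium dye fluorescence, ex 470-495, em 515-575 nm. Measure: percent activation from peak-to-basal fluorescence ratio, scaled between DMSO and carbachol.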
EBV gp42 inh: inhibitors of Epstein-Barr virus glycoprotein 42; Fluorescence polarization binding assay, mP read-out; Q1HVG2; hit rate 0.42% among 220,000; inhibition, % (tested at 21.74 µM); in the data active = inhibition above about 50%
Target sequence (Q1HVG2 whole entry, looked up): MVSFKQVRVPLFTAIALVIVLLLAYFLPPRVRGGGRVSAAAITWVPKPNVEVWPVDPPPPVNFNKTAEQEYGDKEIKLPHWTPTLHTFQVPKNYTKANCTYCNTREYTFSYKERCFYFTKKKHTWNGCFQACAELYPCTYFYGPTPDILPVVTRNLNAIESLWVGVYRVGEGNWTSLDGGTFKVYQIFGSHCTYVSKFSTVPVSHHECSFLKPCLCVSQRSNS
PPC-1+TRAIL kill: kills PPC-1 cancer cells in the presence of TRAIL; PPC-1 cells + TRAIL, ATPLite viability luminescence; cell killing (% activity), % at 4 µM; hit rate 0.41% among 220,000; AID 1443;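 active = cell killing above 50% in the first pass at 4 µM, then a duplicate retest at 5 µM averaging 50% or more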;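 also: plate controls were cells with TRAIL plus DMSO for no effect and medium-only wells lacking cells for full effect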
thrombin 1536: inhibitors of human thrombin; inhibition, % at 5 µM; alpha-thrombin, Boc-VPR-AMC fluorogenic substrate cleavage; hit rate 0.26% among 220,000;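 active = inhibition at or above 40%; inactive = inhibition below 40%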;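 also: 0% = enzyme with no compound and 100% = wells without enzyme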
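System: Human alpha-thrombin protein | Medium: pH 7.5 Tris (50 mM) with NaCl 150 mM, Tween 20 0.05% | Times: Enzyme reaction carried out at room temperature | Detection: AMC fluorescence, 355/460 nm | Evaluation: Percent inhibition scaled between no-compound controls and no-enzyme blanks | Benchmarks: Enzyme without compound as high, wells lacking enzyme as low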
m-calpain inh: calpain II (pig) inhibition. purified calpain II, fluorogenic peptide substrate, 30 min. inhibition, % at 16 µM. hit rate 0.37% among 220,000;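 active = inhibition above about 50%, limit read from the data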
Cl transport mod: KCC2 (human) Cl- transport modulation. AID 1456. KCC2 cells, thallium flux FluoZin-2 fluorescence. B-score of Tl+ flux slope (higher = more flux/activation; lower = inhibition) at 10 µM. hit rate 2.2% among 190,000;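 active = thallium flux slope and its plate-corrected score both differing from the plate sample mean at a set confidence after two filtering rounds, in either direction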;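 also: slope of fluorescence scaled to starting intensity during 10 to 20 s after thallium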
* = called active by the depositor; i = inactive; . = not tested or not shown; [ ] = remark or other dose.

canonical_smiles | TbHK1 inh | zfTRPN1 agonist | m-calpain inh | EBV gp42 inh | TRPML3 agonist | Furin inh | Cl transport mod | PPC-1+TRAIL kill | thrombin 1536
O=C(CCS(=O)(=O)Cc1ccccc1)N1CCN(Cc2ccccc2)CC1 | -3.7 | 1.8 | 14.0 | -10.5 | 0.8 | -10.4[20 µM] | . | 14.9 | -7.7
CCn1ncc(-c2ccnc3cc(C(=O)O)nn23)c1C | -10.3 | 0.7 | i | -9.8 | 1.1 | -30.3 | -0.221 | -2.1 | -11.4
Cc1ccc(C2=NC3(CCCC3)NC2=S)cc1 | 27.8 | -0.4 | 10.6 | -5.9 | 0.5 | -15.8 | 5.57* | 5.5 | 4.8
COC(=O)Nc1nnc(Cc2ccccc2)s1 | 7.8 | -0.2 | -3.5 | -37.7 | 0.0 | 0.2[20 µM] | -0.175 | 5.1 | -1.0
O=C(Cc1ccccc1[N+](=O)[O-])NCc1ccco1 | -15.3 | -0.1 | 14.0 | 0.9 | 0.8 | -36.7 | -1.26 | 15.8 | 0.5
CC1(C)CC(N(Cc2ccco2)C(=O)Cc2ccccc2)CCO1 (centres undefined) | 9.7 | -0.9 | -9.7 | -19.3 | 0.0 | -8.6 | . | 3.0 | 3.3
O=C(c1sc(N2CCOCC2)nc1-c1ccccc1)N1CCCCC1 | -0.4 | -0.2 | 24.1 | 6.6 | 1.4 | -3.0 | -0.021 | -0.6 | -1.1
COc1c(C)cc(Br)cc1C(=O)Nc1cccc(-c2nc3ncccc3o2)c1 | -28.6 | -0.2 | -72.2 | -1.9 | 0.5 | -20.1 | 0.898 | 19.3 | -5.3
C=CCn1c(SCC(=O)NCC2CCCO2)nnc1-c1ccccc1 (centres undefined) | -1.7 | 0.4 | 7.0 | -5.3 | 1.1 | -14.8 | 0.936 | 2.4 | -1.5
CCN(CC)CC(=O)Nc1ccc(-c2ccc(NC(=O)CN(CC)CC)c(OC)c2)cc1OC | -8.3 | 0.7 | 26.8 | -9.3 | 0.4 | -17.5 | -0.428 | 40.2 | -9.7
Cc1ccc(C)c(N2CCN(S(=O)(=O)c3ccc4c(c3)CCC(=O)N4)CC2)c1 | -1.6 | -0.6 | -7.0 | -2.6 | -0.4 | -22.1 | . | 7.2 | -3.6
CCCCNC(=O)c1onc(CSc2ccccc2F)c1C(=O)O | 2.1 | 0.3 | 5.8 | -5.3 | 1.0 | -25.6[20 µM] | 0.212 | 1.4 | 1.6
CCc1nnc(NS(=O)(=O)c2ccc(N=Cc3c(C)[nH]n(-c4cccc(Cl)c4)c3=O)cc2)s1 | -0.7 | 0.6 | -39.3 | 1.1 | 0.3 | -14.7 | -2.27 | 15.4 | -0.3
CN1CCN(C(=S)NC(=O)/C=C/c2ccccc2)CC1 | -14.9 | 1.3 | -25.7 | -22.6 | 0.5 | -0.2[20 µM] | -0.82 | 15.4 | 1.9
COCCn1c(=NC(=O)c2ccc3c(c2)OCCO3)sc2cc(S(N)(=O)=O)ccc21 | -17.0 | 1.7 | -75.1 | -0.3 | 1.4 | -38.2 | 0.732 | 9.7 | 2.6
CCCOc1ccccc1NC(=O)CC1Nc2ccccc2NC1=O (centres undefined) | -11.6 | -1.6 | -16.6 | -28.4 | -0.3 | -16.7[20 µM] | 0.0322 | 4.6 | -2.8
Cc1cc(N2CCN(C)CC2)nc2ccc(NC(=O)c3ccc4c(c3)OCO4)cc12 | -25.1 | 0.6 | -21.4 | -20.0 | -0.1 | 12.3 | 0.714 | 9.8 | 6.4
CCN(CC)C1=CC(=O)OC12CCCCC2 | -2.8 | 0.7 | 0.2 | -11.5 | 0.0 | -23.2 | -1.82 | 25.2 | -6.6
O=C(c1sc2cccc(F)c2c1Cl)N1CCN(c2ncccn2)CC1 | 26.9 | 0.0 | 0.8 | -17.0 | 0.5 | 6.7 | -0.306 | -16.3 | 2.3
COc1cccc(NC(=S)NCCC(c2ccccc2)c2ccccc2)c1 | 4.2 | -1.7 | 56.2* | 7.6 | -0.8 | -7.5[20 µM] | 0.626 | 9.2 | 41.3*
CCCCSC1=C(C#N)C(c2ccccc2C)CC(=O)N1 (centres undefined) | -5.6 | 0.0 | -5.3 | -15.3 | -0.5 | -11.1 | 0.794 | 39.8 | -3.3
Nc1nc(N2CCN(c3ccccc3)CC2)n[nH]1 | -2.1 | 1.1 | -27.0 | 8.3 | 0.4 | -14.7 | 0.744 | 16.5 | 4.0
CCNc1ccc(C(=O)OCC)cc1NC(=O)c1cc(S(=O)(=O)N2CCOCC2)ccc1C | -18.1 | 0.5 | -4.9 | -21.4 | 0.7 | -21.7[20 µM] | -3 | 45.6 | 0.2
N#C/C(=C\c1ccc(-c2ccccc2[N+](=O)[O-])o1)C(=O)Nc1nc(-c2cccs2)cs1 | -7.6 | 1.2 | -111.5 | 0.8 | 0.7 | 3.0 | 7.74* | 20.4 | -8.4
Cc1ccc2nc(-c3ccccn3)cc(C(=O)NC3CCN(C)CC3)c2c1 | -16.6 | 0.8 | -97.6 | -9.4 | 1.1 | -23.8[20 µM] | 0.00194 | -14.6 | -3.6
C[N+]1(CC(=O)OCCCc2ccccc2)CCCCC1 | 11.1 | 1.0 | 16.3 | -67.0 | 0.0 | -13.1 | 0.0964 | 21.7 | 5.2
CC1(C)SC(=Nc2ccccc2)N(S(=O)(=O)c2ccccc2)C1=O | 0.7 | -0.1 | 25.5 | -3.2 | 0.1 | -10.9 | -0.46 | 2.8 | -2.5
Cc1ccc(NS(=O)(=O)c2ccc(Br)s2)cc1S(=O)(=O)N1CCOCC1 | -2.2 | -0.8 | -21.7 | -1.2 | 0.8 | -21.7 | -0.787 | 7.5 | 2.5
Cc1cccc2nc(CSc3nnc4ccccn34)cn12 | -4.3 | 0.1 | -0.7 | -11.2 | 0.3 | -5.3[20 µM] | 0.578 | 16.8 | 1.0
O=C(Nc1cccc(C(F)(F)F)c1)c1cccnc1NCCc1ccccc1 | -4.8 | 1.1 | 26.3 | -1.8 | 0.2 | -17.1 | -0.304 | -16.3 | -1.2
Cc1ccc(/C=N/N=C2/NC(=O)C(CC(=O)N3CCOCC3)S2)cc1 (centres undefined) | -29.0 | 1.1 | 32.8 | -8.7 | 0.6 | -15.2 | -0.729 | 10.4 | -0.9
COCCCn1c(=O)c2ccccc2c2ccccc2c1=O | 2.0 | -0.2 | 0.3 | -9.4 | 0.8 | -23.5 | . | 9.8 | -5.6
CN1/C(=C\C(=O)CSc2nncn2C)C(C)(C)c2ccccc21 | -31.6 | 0.1 | 15.0 | -2.0 | 0.0 | -11.7 | -0.012 | 23.9 | 10.3
COc1cccc(NC(=O)CN2C(=O)NC(C)(CC(C)C)C2=O)c1 (centres undefined) | 5.8 | 0.4 | -19.8 | -0.5 | 1.1 | -9.4 | . | 14.3 | 7.3
CN1CCN(C(=O)CCc2nc3ccccc3n2-c2ccccc2)CC1 | -8.4 | 0.0 | -18.1 | -4.5 | 0.6 | -23.7 | -0.509 | 18.7 | -3.3
COc1cccc(C(=O)c2c[nH]c(C(=O)NCc3cccs3)c2)c1 | 0.1 | -0.5 | 1.9 | -15.0 | -1.0 | -11.5[20 µM] | 0.133 | -4.6 | 2.4
Cc1nc(SCC(=O)c2ccccc2)c([N+](=O)[O-])[nH]1 | -4.1 | 0.9 | -18.7 | -4.4 | -1.2 | 8.0[20 µM] | . | 7.3 | -0.6
Cc1ccc(NS(=O)(=O)c2ccc(NC(=O)c3cccc(NC(=O)C(C)C)c3)cc2)cc1 | 3.1 | 1.3 | -13.3 | -13.3 | 0.7 | -21.6 | -1.06 | -7.5 | -1.8
CC(C)(C)c1ccc(OCCOc2ccc(C(C)(C)C)cc2NC=O)c(NC=O)c1 | -11.2 | -1.1 | 46.7 | -17.4 | -0.1 | -15.5 | -2.78 | 14.2 | 0.3
O=c1cc(N2CCc3ccccc32)[nH]c(=O)n1-c1ccc(Cl)cc1 | 1.1 | 0.9 | -15.4 | -12.1 | 1.3 | -19.2 | -0.281 | 9.7 | -8.8
Cc1cc(C)c2c3c(oc2n1)C(=O)N(c1cccc(Cl)c1)CC(=O)N3 | -10.7 | 0.3 | 34.4 | -15.1 | 0.8 | -18.2 | -0.00288 | -0.3 | -3.3
O=C(O)C1C2C=CC(O2)C1C(=O)NCc1ccc(Cl)cc1 (centres undefined) | 4.6 | 0.6 | -7.7 | -7.5 | -0.1 | -10.9[20 µM] | -0.164 | 9.9 | -5.5
Cc1c(C(=O)Nc2nc3ccccc3[nH]2)oc2ccccc12 | -13.3 | 0.0 | -2.1 | -16.3 | -0.3 | -16.5 | -1.17 | 16.4 | -2.4
COc1ccc(-n2c(-c3ccc(Br)cc3)c[n+]3c2CCc2ccccc2-3)cc1 | 1.6 | -1.0 | 8.8 | -10.2 | 0.6 | -14.6 | -0.194 | 33.8 | 0.5
CN(C)c1ccc(Nc2nc(N)c([N+](=O)[O-])c(N3CCOCC3)n2)cc1 | -19.2 | 0.2 | 4.3 | -30.3 | 0.2 | -5.6 | -0.25 | 2.7 | -0.5
O=C(Cn1[nH]c(=O)c2ccccc2c1=O)OCC(=O)N(Cc1ccccc1)Cc1ccccc1 | 6.4 | 0.2 | -3.4 | -5.8 | 1.0 | 1.2[20 µM] | -1.34 | 15.7 | -2.6
CC1(C)N=C(c2cccc(F)c2)C(=O)N1 | -0.3 | -0.6 | -6.5 | -7.8 | -0.1 | -24.9 | -0.334 | -3.0 | -2.6
Cc1cc(NC(=O)c2cnn3c(C(F)(F)F)cc(-c4ccccc4)nc23)no1 | -14.0 | 1.0 | -43.1 | 1.4 | 0.8 | 0.8[20 µM] | -1.34 | 15.6 | -5.0
S=c1[nH]nc(C2CCCCC2)n1/N=C/c1ccco1 | -5.9 | -1.4 | 1.0 | -12.0 | -0.8 | -22.0 | 0.905 | 8.5 | 1.4
Cc1nn(Cc2ccccc2Cl)c(C)c1C(=O)Nc1nnc(C2CC2)s1 | -3.1 | 1.9 | 35.5 | -5.6 | -0.1 | -16.0 | . | 1.1 | 1.1
CC(=O)c1cc(C#N)c(NCc2ccccc2)nc1C | -12.5 | -3.2 | -10.9 | 1.8 | -0.7 | -15.0 | -0.23 | 2.3 | -2.9
Cc1ccc(CN2CCN(Cc3cnn(-c4ccc(Cl)cc4)c3)CC2CCO)o1 (centres undefined) | -4.1 | 3.1 | -33.6 | -20.7 | 2.3 | -27.2 | 0.579 | 1.3 | -5.6
CC1=C(C(=O)OC(C)C)C(c2ccncc2)n2ncnc2N1 (centres undefined) | 1.1 | 0.1 | 0.7 | -8.0 | 1.1 | -7.0[20 µM] | 0.81 | 7.4 | -3.8
CC(=O)Nc1ccc(S(=O)(=O)N2CCCC2C(=O)O)cc1 (centres undefined) | -0.4 | 1.3 | 17.0 | 10.3 | 1.1 | -25.9 | . | -9.1 | 7.0
